CF NFkB inh – inhibitors of cystic fibrosis induced NF-kB | AID 588850 | inhibition, % at 5 µM | KKLEB NF-kB-GFP reporter, PAF-induced, GFP fluorescence overnight | actives 0.86% (n = 360,000);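 active = at least 50% inhibition at 5 µM, scaled per plate between neutral and stimulator controls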;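 also: PAF is a Pseudomonas aeruginosa culture filtrate used as stimulus; plate controls were PAF-stimulated DMSO wells for no effect and unstimulated DMSO wells for full effect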
TRPM1 prom inh – inhibitors of MITF-driven TRPM1 promoter in melanoma cells. SK-MEL-5 TRPM1 promoter luciferase, 24 h. inhibition, % at 12.5 µM. actives 0.83% (n = 330,000);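 active = mean inhibition across replicates of 60% or more, whatever share of single replicates reaches that level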; also: values of inactives mirror those of a sister screen read the other way
Shn3 3UTR inh – inhibitors of Schnurri-3 3'UTR reporter in osteoblasts; Clone20 osteoblast Shn3 3'UTR firefly luciferase, 24 h; inhibition, % at 12.5 µM; actives 0.52% (n = 360,000); AID 588674;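 active = mean inhibition of at least 75% with every replicate also reaching 75%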;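 also: 0% = median of neutral control wells and 100% = pilot-screen positive control compound; some compounds past the cut are filed as inactive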
Peg3 promoter – Peg3 promoter activity inhibition. HeLa PEG-Prom luciferase reporter, luminescence, overnight. inhibition, % at 20 µM. actives 1.7% (n = 360,000);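 active = inhibition of at least 50% at 20 µM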
TWEAK-Fn14 inh – inhibitors of TWEAK-Fn14 interaction signaling; TWEAK-stimulated Fn14 reporter cells, luciferase luminescence, 8 h; inhibition, % at 10 µM; actives 2% (n = 360,000); in the data active = inhibition above about 50%
aDG glyco act – increases alpha dystroglycan glycosylation | Pro5-aDG cells, alpha-DG glycosylation AlphaScreen (IIH6); 0% Pro5, 100% B10-LARGE cell signal | activation, % at 10 µM | actives 0.22% (n = 360,000);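 active = activation of at least 8% versus controls, or a plate z-score of at least 8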;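 also: Pro5 are CHO cells carrying HIG-tagged alpha-DG that lacks glycosylation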
KKLEB tox – reduces viability of KKLEB cystic fibrosis airway cells; KKLEB CF airway cells viability, ATPlite luminescence, overnight; active compounds read low; cells stimulated with P. aeruginosa culture filtrate; activity change (cytotoxicity), % at 5 µM; actives 0.36% (n = 360,000); AID 602141;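 active = corrected activity change at or below -50% at 5 µM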
HIF-2a inh – inhibitors of HIF-2a; 786-0 RCC cells HIF-2a reporter, luciferase luminescence, overnight; inhibition, % at 18.8 µM; actives 0.72% (n = 360,000); AID 624352;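 active = inhibition of the luminescence signal of 40% or more relative to plate controls, in a single-dose primary screen at 18.75 µM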
hiPSC survival – enhancers of human iPSC single-cell survival; survival enhancement, % at 20 µM; hiPSC single-cell survival, ATPlite luminescence; 100% = ROCK inhibitor wells, 0% = DMSO; actives 0.044% (n = 360,000); AID 602274; in the data active = survival enhancement above about 18%;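 also: cells exposed to compounds for 16 hours before the ATP read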
NR2E3 ag-1 – human photoreceptor-specific nuclear receptor agonism. CHO-S Gal4-NCOR/VP16-NR2E3 two-hybrid, luciferase. actives 0.35% (n = 360,000). AID 602229. inhibition of corepressor binding, % at 3.98 µM;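 active = inhibition above the mean of all tested compounds plus 3 SD, cut at about 70% in these data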;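 also: 0% = DMSO with NR2E3 transfected cells and 100% = cells lacking NR2E3 construct; higher means lower luciferase signal from less NR2E3 corepressor binding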
Target sequence (Q9Y5X4 whole entry, looked up, the tested form may be a part): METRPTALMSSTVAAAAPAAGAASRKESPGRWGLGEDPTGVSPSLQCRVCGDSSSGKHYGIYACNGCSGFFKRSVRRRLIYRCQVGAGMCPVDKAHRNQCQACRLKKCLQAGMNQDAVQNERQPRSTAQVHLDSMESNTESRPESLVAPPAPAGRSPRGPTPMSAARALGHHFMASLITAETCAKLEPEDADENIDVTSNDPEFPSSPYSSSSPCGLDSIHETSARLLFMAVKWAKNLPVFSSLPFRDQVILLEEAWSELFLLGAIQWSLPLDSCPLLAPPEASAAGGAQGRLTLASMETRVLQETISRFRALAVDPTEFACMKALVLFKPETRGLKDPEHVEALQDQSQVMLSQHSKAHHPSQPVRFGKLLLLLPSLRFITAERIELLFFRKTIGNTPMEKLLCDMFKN
NR2E3 ag-2 – agonists of human nuclear receptor NR2E3 | Q9Y5X4 | GST-NR2E3/biotin-RetCOR TR-FRET, 1536-well | inhibition of corepressor binding, % at 4.78 µM | actives 0.12% (n = 320,000) | AID 2300;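 active = percent inhibition above the cutoff of mean plus 3 SD of all tested compounds, set per screening campaign, cut at about 20% in these data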;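 also: 0% = DMSO wells and 100% = biotin wells as full block of FRET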
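Assay system: NR2E3–RetCOR corepressor complex. Quantity: 1.35 nM GST-NR2E3. Buffer or medium: pH 7.5 Tris-based buffer. Reagent: biotinylated RetCOR corepressor at 7 nM final. Schedule: 5 h at 4 °C. Detection: TR-FRET, emission read at 617 and 671 nm. Replicates: one well per compound, singlicate testing.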
Numbers without * were called inactive; · = not tested or not shown; & = joins results of further samples.

SMILES	CF NFkB inh	TRPM1 prom inh	Shn3 3UTR inh	Peg3 promoter	TWEAK-Fn14 inh	aDG glyco act	KKLEB tox	HIF-2a inh	hiPSC survival	NR2E3 ag-1	NR2E3 ag-2
COc1ccc(CCNC(=O)c2ccc(CN3CCOCC3)cc2)cc1	-14	-5	9	4	-4	-0.2	15	12	-2.8	12	-3
O=[N+]([O-])c1ccc(S(=O)(=O)N2CCN=C2SCc2ccc(F)cc2)cc1	7	18	-5	16	0	0.3	-2	8	-0.4	4	5
COc1ccc(OC)c(/C=N/NC(=O)c2cc3c(OC)cc(OC)cc3[nH]2)c1	2	0	5	19	38	0.1	12	-8	-0.3	-1	3
O=C(NN=C1CCCC1)c1ccccc1OCCOc1ccccc1	-3	11	-9	4	8	1.6	5	9	2.7	4	1
COc1c2ccoc2c(OC[C@@H](OC(C)=O)C(C)(C)O)c2oc(=O)ccc12	-14	1	7	6	-9	-0.2	-10	7	2.5	-35	2
COC(=O)C1=C(C)N(c2ccc(C)cc2)/C(=C/c2ccc(O)cc2)C1=O	-10	15	-24	12	29	-0.3	18	15	4.2	-9	0
CC1(C)NC(C)(C)C(O)(C(N)=O)C1=O (centres undefined)	7	12	-26	13	-6	0.1	10	9	3.6	-13	1
Cc1ccccc1NS(=O)(=O)c1nnc(NC(=O)C(C)C)s1	6	-1	-14	-7	33	0.0	-5	2	0.3	-9	0
Cc1ccc2nc(N3CCN(c4cccc(C)c4C)CC3)c3nnnn3c2c1	-5	10	7	10	26	-0.2	3	3	0.6	-8	-2
CCc1ccc(OCC(=O)Nc2cccc3nsnc23)cc1	-8	-7	-25	-53	-17	-0.1	4	-132	0.9	-6	-3
Cc1ccc(C)c(S(=O)(=O)N(C)c2ccc(OC(=O)C3CCN(C(=O)c4ccc(F)cc4)CC3)cc2)c1	-36	-1	-10	15	-11	-0.1	1	-12	-0.6	-20	·
CCN(CC)C(=O)C1CCN(S(=O)(=O)c2c(C)noc2/C=C/c2cccc(C)c2)CC1	14	-2	-15	14	2	-0.3	-18	-4	0.8	-18	-3
Cc1ccc(S(=O)(=O)NCCCN2CCOCC2)cc1C	5	9	0	13	-8	-0.1	-10	21	-2.7	-12	2
CCOC(=O)c1nnn(CC(=O)Nc2cccc(Cl)c2C)c1C(=O)OCC	10	5	-4	15	-5	1.3	-4	14	-0.9	-13	-3
CSc1ccccc1NC(=O)CCn1c(=O)sc2ccccc21	-5	5	-17	-1	0	0.1	1	0	0.6	-25	1
CCOc1cc(C)c(S(=O)(=O)Nc2ccc3cn[nH]c3c2)cc1C	2	41	87*	30	33	4.5	0	10	-0.9	91*	-3
O=C(Nc1ccnn1C1CCN(Cc2ccc3nonc3c2)CC1)c1cccc(F)c1	7	17	5	13	-7	0.1	-6	0	0.0	-36	-2
CCCN(CC(=O)Nc1ccccc1C)C(=O)C1CCN(S(=O)(=O)c2ccc3c(c2)OCCO3)CC1	-11	-11	-17	4	6	0.3	20	7	1.1	-8	·
C1=C(CCNc2ncnc3c2cnn3-c2ccccc2)CCCC1	4	-93	-81	-257	-3	1.9	-7	-258	0.6	-169	-1
Cc1nnc(SCC(=O)Nc2ccccc2F)n(N)c1=O	-10	2	-4	2	2	0.0	1	9	-0.4	-18	0
CCc1nnc(NC(=O)CCC(=O)Nc2ccc(C)cc2)s1	-7	4	4	6	-19	-0.2	-25	23	3.7	-9	2
COc1ccc(CNC(=O)C2CCCN(S(=O)(=O)c3c(C)n[nH]c3C)C2)cc1 (centres undefined)	7	-6	-7	8	24	0.1	4	10	-0.5	-20	-2
CC(=O)Nc1c(C)nn(-c2ccc(C)c(C)c2)c1C	-2	-7	-27	-2	4	0.2	2	-14	2.1	-3	1
COc1cccc(C(=O)N/N=C2/SCC(=O)N2CCc2ccc(OC)c(OC)c2)c1	-1	11	9	8	-14	-0.1	13	11	-0.6	2	0
CCOC(=O)c1[nH]c(C)c(C(=O)NCCCN2CCOCC2)c1C	-11	10	9	10	10	0.3	-4	9	3.0	-7	4
Cc1cccc(OCCOC(=O)C2CCN(S(=O)(=O)c3ccc(C)c(C)c3)CC2)c1	-26	-6	-2	1	-6	-0.2	7	3	1.0	-1	-1
CC(=O)Oc1ccc(-c2csnn2)cc1	12	-1	9	8	-2	-0.3	-8	-7	1.3	26	3
O=C(Nc1ccccc1)C1=C[C@@H](C2CCCCC2)C[C@@H](OCCCCO)O1	20	3	-56	-90	62*	-0.2	-2	-106	6.9	10	-3
CCOc1ccccc1NC(=S)C(=C([O-])c1ccc2c(c1)OCCO2)[n+]1ccc(CC)cc1	17	·	-7	1	16	-0.3	-7	-1	3.2	-6	·
CCN(CC)CCN(C(=O)c1ccc2c(c1)OCCO2)c1nc2ccc(C)cc2s1	23	-48	-21	-72	0	0.1	-19	-66	0.7	-67	0
COCC1CCN(Cc2nc(-c3ccc(OC)cc3)no2)CC1	5	-4	-31	-8	1	0.1	10	-14	-0.6	-9	-3
COc1cc(-c2[nH]ncc2CN2CCc3sccc3C2)cc(OC)c1OC	0	-9	·	7	21	0.1	-1	14	-0.3	-15	2
CCNC(=S)N/N=C/c1ccc(C(=O)O)cc1	9	3	-7	8	5	0.3	8	11	-0.5	-9	-1
CCOc1ccc(S(=O)(=O)Nc2cccc(-c3ccc(N4CCCCCC4)nn3)c2)cc1	-10	-36	-32	-159	2	0.0	-2	-99	-0.4	-13	3
Cc1ncoc1C(=O)Nc1nccs1	-2	-3	2	-1	-14	0.0	-2	-5	-0.9	-39	-1
O=C(N/N=C/c1ccc([N+](=O)[O-])o1)c1ccccc1-n1cccc1	-15	78*	7	28	23	3.3*	2	-13	-0.7	2	-2
CCC(C)n1c(-c2cccc(S(=O)(=O)N(CC)CC)c2)n[nH]c1=S (centres undefined)	-2	-10	0	10	10	-0.4	-9	15	0.0	3	0
Cc1cccc(C(=O)NCC(=O)OCCOc2ccccc2Cl)c1	2	-18	-5	-15	-2	-0.2	5	-5	-0.4	-35	-2
CC(NC(=O)CN1CCN(S(=O)(=O)c2ccc(Br)cc2)CC1)c1ccccc1 (centres undefined)	-3	4	15	6	5	-0.3	-6	10	0.4	-38	0
COc1cc(/C=C/C(=O)OCC(=O)NC(C)c2ccccc2)cc(OC)c1OC (centres undefined)	2	-7	-11	3	57*	-0.3	9	-2	-1.7	-8	·
O=c1cc(N2CCN(Cc3ccccc3)CC2)[nH]c(=O)n1-c1ccc(Br)cc1	8	-7	6	13	2	-0.1	-8	13	-1.3	-15	4
COc1cccc(C2C(C(=O)c3cc4ccccc4o3)=C(O)C(=O)N2CCN2CCOCC2)c1 (centres undefined)	-6	-13	-18	-8	17	-0.1	-3	-17	-0.4	-12	12
O=C(O)CCCn1cc(NC(=O)c2sc3ccccc3c2Cl)cn1	14	13	10	-17	12	-0.4	-8	16	-0.5	-2	3
CCOc1ccccc1CN1C(=O)c2ccccc2C1C(=O)NCC1CCCO1 (centres undefined)	-4	-6	-10	16	-3	-0.2	7	9	1.6	-3	1
Cc1ccc(NC(=O)NNC(=O)c2cc3ccccc3cc2O)cc1C	6	1	-8	24	4	0.5	5	12	-0.5	-8	2
O=C(CNCc1ccccc1Cl)Nc1ccc(C(=O)N2CCCCC2)cc1	-13	1	26	17	2	0.2	12	2	-0.6	15	7
O=C1NC2CCc3nc4ccccc4c(=O)n3C2=Nc2ccccc21 (centres undefined)	15	-3	9	-8	11	-0.3	0	7	0.1	-10	0
COC(=O)C1=C(CSCc2ccco2)NC(=O)NC1c1cc(C)ccc1C (centres undefined)	4	12	-8	15	12	0.1	11	12	8.1	-10	3
Cc1cc(SCC(=O)N/N=C/c2ccco2)nc2ccccc12	-19	-11	0	2	22	0.7	6	-11	0.5	-11	-1
Cc1ccc(C2CC(c3ccco3)n3ncnc3N2)cc1 (centres undefined)	-4	-3	-8	5	23	0.0	12	2	0.6	-17	4
CCC(=O)Nc1nc2ccccc2n1Cc1ccccc1C	-24	23	10	21	-43	1.5	12	11	-1.0	16	1
CCN(CCO)c1ccc(-n2c(N)c(C(=O)OC)c3nc4ccccc4nc32)cc1	6	27	31	-2	29	-0.2	-4	-15	4.8	9	1
O=C(COC(=O)Cc1ccc(Cl)c(Cl)c1)NCc1ccco1	5	-2	-3	8	-1	0.0	9	4	-0.3	-15	3
O=C(N/N=C/c1ccc(OC(=O)c2ccco2)cc1)c1ccc[n+]([O-])c1	4	8	-3	1	-16	-0.2	-5	12	0.3	29	0
CS/C(=N\S(=O)(=O)c1cccs1)Nc1ccc(Br)cc1F	11&2	3&2	9&16	9&21	20&2	1.1&0.0	-2&4	2&3	-0.9&0.4	27&-5	-1
CC(C)C(N)c1csc(NC(=O)Nc2ccccc2C(C)(C)C)n1 (centres undefined)	25	·	5	9	7	0.4	-24	2	0.4	8	·
CN(C)S(=O)(=O)c1ccc(S(=O)(=O)NCCN2CCOCC2)cc1	8	-6	4	-8	3	0.0	3	8	-0.1	10	0
Cc1cc(C)cc(C(=O)n2cnnc2N)c1	16	19	0	13	0	-0.3	4	16	0.4	-14	-1
O=C(NCCc1ccccc1)c1cc(S(=O)(=O)N2CCOCC2)ccc1F	-6	-15	-21	-32	5	0.0	10	-37	2.8	2	2
COc1cccc(-c2nc(CS(=O)CC(=O)NC3CC3)c(C)o2)c1 (centres undefined)	-16	11	1	10	-3	-0.2	-5	0	0.3	9	2
CCOc1ccc(Nc2nc3ccccc3n3nnnc23)cc1	-4	·	13	-124	26	0.1	-21	-190	2.8	-94	4
CN(C)c1ccc(-c2ccnc3c2CC(C)(C(=O)NCc2cccs2)O3)cc1 (centres undefined)	22	·	21	20	17	-0.1	-5	11	-2.1	-24	·

Compounds as they come (roughly 4.4% active in at least one column).
